GlmU inhibition – inhibition of mycobacterial GlmU enzyme – biochemical, glucosamine-1-phosphate acetyltransferase (AID 1376); 0.25% of 220,000 active; inhibition, %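 (tested at 30 µM in the primary screen)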, or IC50 in µM where a hit was titrated; Bifunctional protein GlmU (Mycobacterium tuberculosis (strain ATCC 25618 / H37Rv)); M. tuberculosis GlmU acetyltransferase enzyme assay; higher % means a stronger effect; in the data active = inhibition above about 13%;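 note: 0% = complete reaction with vehicle and 100% = reaction without substrate; strong numbers were not always called active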
Mtb RmlCD inh – M. tuberculosis RmlC/RmlD coupled enzyme inhibitors, primary screen, biochemical, compound mixtures, 384-well, from 1536-well plates | inhibition, % at 3.6 µM | RmlC+RmlD coupled enzyme assay, percent inhibition; primary screen in compound mixtures | dTDP-4-dehydrorhamnose reductase (Mycobacterium tuberculosis (strain ATCC 25618 / H37Rv)) … | 0.03% of 160,000 active; in the data active = inhibition mostly above about 34%, no sharp cut-off; note: some results filed as inactive read as strong as hits
Target sequence (P9WH09 whole entry, looked up): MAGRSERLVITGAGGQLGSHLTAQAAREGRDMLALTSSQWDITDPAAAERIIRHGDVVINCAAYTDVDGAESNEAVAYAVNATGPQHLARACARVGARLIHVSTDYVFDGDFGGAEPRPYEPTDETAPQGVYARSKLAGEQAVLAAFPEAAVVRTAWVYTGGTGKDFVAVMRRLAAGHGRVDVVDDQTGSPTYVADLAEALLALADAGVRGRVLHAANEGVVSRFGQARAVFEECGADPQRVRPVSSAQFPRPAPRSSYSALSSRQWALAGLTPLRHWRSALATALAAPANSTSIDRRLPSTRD
Target sequence (P9WH11 whole entry, looked up): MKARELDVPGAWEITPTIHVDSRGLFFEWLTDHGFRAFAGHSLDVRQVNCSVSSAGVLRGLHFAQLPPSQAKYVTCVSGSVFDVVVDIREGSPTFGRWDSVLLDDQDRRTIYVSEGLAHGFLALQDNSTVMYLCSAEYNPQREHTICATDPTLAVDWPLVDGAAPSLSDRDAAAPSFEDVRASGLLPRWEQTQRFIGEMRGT
* marks the source's active call; other numbers are inactive results; & = joins results of further samples.

Screening Cc1nc(NC(=O)C(Cl)Cl)sc1C(=O)N(C)C returned GlmU inhibition -2.1% and Mtb RmlCD inh 34.
COc1ccc(NCC(O)COc2ccc(C(C)(C)C)cc2)cc1 (stereo not drawn) was read as GlmU inhibition 0.8% and Mtb RmlCD inh -14.
For COc1ccccc1NC(=O)CN1C(=O)C2(OCCCO2)c2ccccc21 the results were GlmU inhibition -0.3% and Mtb RmlCD inh -10.
Cc1cc([N+](=O)[O-])nn1CC(=O)NCc1nc2ccccc2[nH]1 was read as Mtb RmlCD inh -10.
`O=C1CCCN1c1ccc(S(=O)(=O)NCc2ccco2)cc1` gave GlmU inhibition 1.8% and Mtb RmlCD inh -7.
For O=C(Cn1c(C(F)(F)F)nc2ccccc21)N/N=C/c1ccco1 the results were GlmU inhibition 3.8% and Mtb RmlCD inh -7.
For CCOC(=O)c1nc(Nc2ccc(Nc3ccccc3)cc2)c2ccccc2n1 the results were GlmU inhibition -6.8% and Mtb RmlCD inh 3.
`O=C(Nc1ccc2ccccc2c1)NC1CCS(=O)(=O)C1` (stereo not drawn) gave GlmU inhibition 3.6% and Mtb RmlCD inh -2.
Screening CCOC(=O)CCNC(=O)N1CCCC(CCC(=O)N(C)CCc2ccccn2)C1 (stereo not drawn) returned GlmU inhibition 6.9% and Mtb RmlCD inh 0.
`CC(=O)Nc1cccc(Cn2cccn2)c1` gave GlmU inhibition 2.2% and Mtb RmlCD inh 14.

The final 3 entries of the part above lead into the next:
`O=C(Nc1ccc2ccccc2c1)NC1CCS(=O)(=O)C1` (stereo not drawn) gave GlmU inhibition 3.6% and Mtb RmlCD inh -2.
Screening CCOC(=O)CCNC(=O)N1CCCC(CCC(=O)N(C)CCc2ccccn2)C1 (stereo not drawn) returned GlmU inhibition 6.9% and Mtb RmlCD inh 0.
`CC(=O)Nc1cccc(Cn2cccn2)c1` gave GlmU inhibition 2.2% and Mtb RmlCD inh 14.
Screening Cc1sc2c(c1C)C(=O)/C(=C\Nc1ccncc1)S(=O)(=O)N2C returned GlmU inhibition 1.7%.
For CC(CN1CCN(C)CC1)OC(=O)c1ccccc1Cl (stereo not drawn) the results were Mtb RmlCD inh 2.
O=C(/C=C/c1ccco1)NC1=NCCS1 was read as GlmU inhibition 5.1% and Mtb RmlCD inh -12.
CCOC(=O)C1CCN(S(=O)(=O)c2ccc(NC(=O)OC)cc2)CC1 was read as GlmU inhibition -0.1%.
O=C(CCC(=O)N1CCN(C(=O)c2ccco2)CC1)c1ccc(F)cc1 was read as GlmU inhibition 1.1% and Mtb RmlCD inh 12.
For O=C(O)[C@H](Cc1ccccc1)NC(=O)N1CCOCC1 the results were GlmU inhibition -0.1% and Mtb RmlCD inh -3.
`CCCCNc1c([N+](=O)[O-])cc(C(=O)O)cc1[N+](=O)[O-]` gave GlmU inhibition 1.1%.
`CCN(CC)CC(=O)Nc1scc2c1c(=O)oc1ccccc12` gave GlmU inhibition 1.0% and Mtb RmlCD inh 1.
COc1ccc(C(CCN2CCCC2)c2c(OC)cc(OC)c3c(-c4ccccc4)cc(=O)oc23)cc1 (stereo not drawn) was read as GlmU inhibition -5.2% and Mtb RmlCD inh -2.
`CCOC(=O)Cc1nnc(NC(=O)C(CC)Sc2nncn2C)s1` (stereo not drawn) gave GlmU inhibition -1.4% and Mtb RmlCD inh 1.
`O=C(CCCN1C(=O)c2ccccc2C1=O)NCc1cccnc1` gave GlmU inhibition 3.3% and Mtb RmlCD inh 7.
Screening Cc1c(C(=O)OCc2nc3scc(-c4ccccc4)c3c(=O)[nH]2)cccc1[N+](=O)[O-] returned GlmU inhibition -3.0% and Mtb RmlCD inh 66.
For CCOC(=O)c1c(C)n(-c2ccccc2)c2ccc(O)cc12 the results were GlmU inhibition 7.0% and Mtb RmlCD inh -10.
For COC(=O)C1=C(C(=O)OC)[C@@H]2N(C)c3ccccc3[C@@]23C[C@@H](C(=O)OC)N=C3N1 the results were GlmU inhibition 2.1%.
For Nc1ccc(S(=O)(=O)O)cn1 the results were GlmU inhibition 0.2%&2.0%&9.5% and Mtb RmlCD inh 0&0&1.
`O=C(/C=C/c1ccccc1)Nc1ccc(NC(=O)c2cccs2)cc1` gave GlmU inhibition -1.5% and Mtb RmlCD inh 1.
COc1cccc(/C=N/Nc2snc(SC)c2C#N)c1 was read as GlmU inhibition -3.8%.
`FC(F)(F)c1cc(-c2ccco2)nc(NCc2ccccc2)n1` gave GlmU inhibition 1.4%.
`Cc1ccc(C2=Nc3ccccc3N=C(c3ccco3)C2)c(O)c1` gave GlmU inhibition -1.9% and Mtb RmlCD inh 15.
Cc1cc(C)cc(Cn2ncc(Cl)c(Cl)c2=O)c1 was read as GlmU inhibition 4.2% and Mtb RmlCD inh 7.
Cc1ccc2sc(NC(=O)CSc3nc(C)cc(C)c3C#N)nc2c1 was read as GlmU inhibition 3.3% and Mtb RmlCD inh 3.
For COC(=O)c1sccc1NC(=O)C12CC3CC(CC(C3)C1)C2 the results were GlmU inhibition 2.3%.
`O=C(Nc1cccc(NC(=O)c2cccs2)c1)c1ccco1` gave GlmU inhibition -2.0%.
Screening CCn1c(SCC(=O)Nc2ccc(NC(=O)c3ccco3)c(OC)c2)nc2ccccc2c1=O returned GlmU inhibition 4.2%.
`COc1ccc(S(=O)(=O)N(CC(=O)N/N=C/c2ccccc2C(=O)O)c2ccccc2OC)cc1` gave GlmU inhibition 2.7% and Mtb RmlCD inh -17.
Screening COc1cc(C2CC(=O)NC(SCC(=O)Nc3ccccc3C)=C2C#N)ccc1O (stereo not drawn) returned GlmU inhibition -2.2%.
Screening CC(NC(=O)CCc1nnc(-c2ccc(-c3ccccc3)cc2)o1)c1nc2ccccc2[nH]1 (stereo not drawn) returned GlmU inhibition 1.6%.
Screening O=C(CCc1c[nH]c2ccccc12)N1CCN(c2ccc(O)cc2)CC1 returned GlmU inhibition 2.9% and Mtb RmlCD inh -13.
Screening O=C(c1ccco1)N1CCN(C2CC(=O)N(c3ccc4c(c3)OCO4)C2=O)CC1 (stereo not drawn) returned GlmU inhibition 0.7% and Mtb RmlCD inh 6.
For Cc1ccc(C(=O)N/C(=C/c2ccc(-c3cccc([N+](=O)[O-])c3)o2)C(=O)NCCCN(C)C)cc1 the results were GlmU inhibition -7.6%.

Filtered by structure: the entries above with a halogen.
Screening Cc1nc(NC(=O)C(Cl)Cl)sc1C(=O)N(C)C returned GlmU inhibition -2.1% and Mtb RmlCD inh 34.
For O=C(Cn1c(C(F)(F)F)nc2ccccc21)N/N=C/c1ccco1 the results were GlmU inhibition 3.8% and Mtb RmlCD inh -7.
For CC(CN1CCN(C)CC1)OC(=O)c1ccccc1Cl (stereo not drawn) the results were Mtb RmlCD inh 2.
O=C(CCC(=O)N1CCN(C(=O)c2ccco2)CC1)c1ccc(F)cc1 was read as GlmU inhibition 1.1% and Mtb RmlCD inh 12.
`FC(F)(F)c1cc(-c2ccco2)nc(NCc2ccccc2)n1` gave GlmU inhibition 1.4%.
Cc1cc(C)cc(Cn2ncc(Cl)c(Cl)c2=O)c1 was read as GlmU inhibition 4.2% and Mtb RmlCD inh 7.

Other structures follow.
`O=C(CSc1nc(O)cc(=O)n1C1CCCC1)Nc1cccc(Cl)c1Cl` gave GlmU inhibition 4.0%.
For CCOC(=O)CSc1nnc(-c2ccco2)n1C the results were GlmU inhibition 4.5%.
`O=C(O)C1CC=CCC1C(=O)NCCc1ccccc1` (stereo not drawn) gave GlmU inhibition 2.0%.
Cc1cccc(C(=O)NCCN2CCCC2)c1 was read as GlmU inhibition 0.6% and Mtb RmlCD inh -8.
O=C(COc1ccc2c(c1)C(=O)CC1(CCCCC1)O2)NCc1ccccc1 was read as GlmU inhibition 1.0% and Mtb RmlCD inh 17.
`COc1ccc(OC)c(CN2CCN(S(=O)(=O)c3ccc(NC(C)=O)cc3)CC2)c1` gave GlmU inhibition -6.4% and Mtb RmlCD inh -1.
Screening COc1ccc(NC(=S)N(CCCN2CCOCC2)Cc2ccco2)cc1 returned GlmU inhibition 4.6% and Mtb RmlCD inh 2.
N#Cc1nc(-c2cccs2)oc1NCC1CCCO1 (stereo not drawn) was read as GlmU inhibition -0.8% and Mtb RmlCD inh 15.
Cc1ccc2c(Cl)cc(Cl)c(OCC(=O)Nc3cc(S(=O)(=O)N(C)C)ccc3C)c2n1 was read as GlmU inhibition 2.7% and Mtb RmlCD inh -7.
Screening COc1ccc(N(C)S(=O)(=O)c2ccc(Cl)c(C(=O)NCCc3ccc(Cl)cc3)c2)cc1 returned GlmU inhibition 3.4%.
`NC(=O)NC(=O)Nc1ccccc1Cl` gave GlmU inhibition 3.5% and Mtb RmlCD inh 6.
CC1(C)CC(=O)C(C#N)=C(NCCCO)C1 was read as GlmU inhibition 3.1% and Mtb RmlCD inh 1.
Screening Cc1cc(C)cc(N2Cc3ccccc3C2)c1 returned GlmU inhibition -3.3% and Mtb RmlCD inh -8.
Cc1cc(/C=C(\C#N)C(=O)NCc2ccco2)c(C)n1-c1ccc(C(=O)O)cc1 was read as GlmU inhibition 7.0% and Mtb RmlCD inh -13.
Screening Cc1ccc(SC[C@H](c2ccccc2)N2CCN(CC(C)C)CCC2=O)cc1 returned GlmU inhibition 1.6% and Mtb RmlCD inh -7.
O=C(CN1C(=O)c2cccc3cccc1c23)Nc1ccc(S(=O)(=O)N2CCOCC2)cc1 was read as GlmU inhibition -0.3%.
Screening COc1ccc(OC)c(NC(=O)Nc2cccc(Cn3cccn3)c2)c1 returned GlmU inhibition -0.9% and Mtb RmlCD inh 6.
`CCOC(=O)Cc1csc(NS(=O)(=O)c2ccc(OC)cc2)n1` gave GlmU inhibition 1.5% and Mtb RmlCD inh -15.
For C/C(Cl)=C\Cn1c(=O)c2c(nc3n2CCS3)n(C)c1=O the results were GlmU inhibition 0.7% and Mtb RmlCD inh 8.
For CCc1ccccc1NC(=O)c1ccccc1Sc1ccc([N+](=O)[O-])cc1Cl the results were GlmU inhibition 3.9% and Mtb RmlCD inh -13.

By substructure: the entries above containing fluorine
For O=C(Cn1c(C(F)(F)F)nc2ccccc21)N/N=C/c1ccco1 the results were GlmU inhibition 3.8% and Mtb RmlCD inh -7.
O=C(CCC(=O)N1CCN(C(=O)c2ccco2)CC1)c1ccc(F)cc1 was read as GlmU inhibition 1.1% and Mtb RmlCD inh 12.
`FC(F)(F)c1cc(-c2ccco2)nc(NCc2ccccc2)n1` gave GlmU inhibition 1.4%.

Other structures:
`Nc1nc(SCCO)[nH]c(=O)c1NC(=O)c1ccccc1F` gave GlmU inhibition 1.2% and Mtb RmlCD inh -7.
Screening CC1=Nc2ccccc2/C1=C\c1nc(-c2ccc(F)cc2)oc1O returned GlmU inhibition 0.5%.
For O=C(O)C1C2C=CC(O2)C1C(=O)NCCCn1ccnc1 (stereo not drawn) the results were GlmU inhibition 3.5% and Mtb RmlCD inh 6.
Screening CCn1c(=O)c(-c2cc(=O)[nH][nH]2)c(O)c2ccccc21 returned GlmU inhibition -6.5% and Mtb RmlCD inh -4.
Screening C/C(=N\OC(=O)c1cccc(C(F)(F)F)c1)c1sc(-c2ccccc2)nc1C returned Mtb RmlCD inh 14.
Screening CC(C)(C)c1n[nH]c(=S)n(/N=C/c2cccs2)c1=O returned GlmU inhibition -6.6%.
For CC(=O)c1ccc(NC(=O)CC23CC4CC(C2)CC(n2nnc(C)n2)(C4)C3)cc1 the results were GlmU inhibition -9.1% and Mtb RmlCD inh 0.
`CCOc1ccc(C(=O)NC(=S)N(Cc2ccccc2)Cc2ccccc2)cc1` gave GlmU inhibition 2.0% and Mtb RmlCD inh 13.
For Cc1ccc(N(Cc2cc3ccccc3[nH]c2=O)C(=O)c2ccco2)c(C)c1 the results were GlmU inhibition 1.3% and Mtb RmlCD inh 11.
`COC(=O)c1cc(NC(=O)CSc2nnc(N)s2)ccc1Cl` gave GlmU inhibition 2.2%.
`Cc1nc(N(C)C)ncc1C(=O)O` gave GlmU inhibition -1.9%.
`CN1CCN(S(=O)(=O)c2ccc(Sc3nnnn3-c3ccccc3)c([N+](=O)[O-])c2)CC1` gave GlmU inhibition 2.9%.
For CCN(CC)CC#CC(C)OCOCC#CCOC (stereo not drawn) the results were GlmU inhibition -0.4% and Mtb RmlCD inh -8.
Cc1cccn2cc(-c3ccc(S(=O)(=O)N4CCCCC4)cc3)nc12 was read as GlmU inhibition 7.2% and Mtb RmlCD inh -9.
FC(F)Sc1ccc(NC(=S)NC2CCCC2)cc1 was read as GlmU inhibition -2.3% and Mtb RmlCD inh -9.
`CC(=O)NCc1nc2ccccc2n1C(C)C` gave GlmU inhibition -0.8% and Mtb RmlCD inh -11.
CC(C)CN1CCN(Cc2ccc(F)cc2Cl)CC1CCO (stereo not drawn) was read as GlmU inhibition 1.7% and Mtb RmlCD inh 18.
Screening CCn1nc(C)c(CNC(=O)c2cc(COc3ccc(F)cc3Cl)on2)c1C returned GlmU inhibition -1.6% and Mtb RmlCD inh 8.
CCn1cc([N+](=O)[O-])c(C(=O)N2CCCC2)n1 was read as GlmU inhibition 3.2%.
For COc1ccc(Nc2nc(N)nc(CN(C)C3CCCCC3)n2)cc1 the results were GlmU inhibition -8.5%.
COC(=O)c1c(C)[nH]c(C(=O)/C=C/c2ccccc2F)c1C was read as GlmU inhibition 4.3% and Mtb RmlCD inh 2.
For CN1CCN(NS(=O)(=O)c2cccs2)CC1 the results were GlmU inhibition -4.9% and Mtb RmlCD inh 7.

Compound activity from PubChem.

Some of the compounds tested; count on the stated rates, not on these rows.
